Compound activity: PubChem, National Center for Advancing Translational Sciences (NCATS)
Lipid storage S3: qHTS Assay for Lipid Storage Modulators in Drosophila S3 Cells. Drosophila S3 cells, BODIPY lipid droplet fluorescence, 18-24 h; cells fed with added oleic acid. lipid storage change, negative = inhibition, % at the top dose, mostly 46.1 µM; hits show Potency in µM. hit rate 0.64% among 320,000. AID 2685, 2010; active means well fitted inhibition curve with a large enough effect in the signal ratio, with a control signal flat, not every such curve was filed as active; inconclusive means small, poorly fitted or top-dose-only effect, or effect the other way, or a change in a side signal; the % refers to the signal ratio
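Drosophila S3 cells loaded with oleic acid (400 uM, as added) and compounds at several concentrations; lipid droplets imaged by 488-nm laser-scanning cytometry, 500–530 nm intensity and object ratio to cell channel. Percent activity normalized to 20 uM Triacsin C.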
Lipid storage S3 cell count max: further read-out of Lipid storage S3, marked with its call; cell number change, %; measured here: cell count max response;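 cells counted by Cell Tracker Red CMTPX staining in the red channel; peak over a dose series mostly up to 46.1 µM; percent activity relative to internal control wells on each plate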
Active calls of the source: *; i = inactive; ? = inconclusive; nt = no result given; [ ] = remark or other dose. On the % scale 0 is the no-effect control and ±100 the full control effect; potency means the concentration at half of the fitted maximal effect. Some of the compounds tested, so the mix of outcomes need not match the whole.

| SMILES | Lipid storage S3 | Lipid storage S3 cell count max |
| --- | --- | --- |
| CCN1/C(=C2\OC(=S)N(C)C2=O)Sc2ccccc21 | 6% | -18 |
| CC(=O)Nc1ccc(S(=O)(=O)N2CCN(C(=O)c3ncoc3-c3ccccc3F)CC2)cc1 | ? | nt |
| CCC(C(=O)NCCCN1CC(C)CC(C)C1)n1nc(C)c2sc3ccccc3c2c1=O (stereo not drawn) | ? | nt |
| COc1ccc(NC(=O)CC(c2ccco2)C(C)C)cc1 (stereo not drawn) | 12% | 4 |
| CCN1CCCC1CNC(=O)C1CCN(C(=O)c2cc3sccc3n2Cc2ccc(F)cc2)CC1 (stereo not drawn) | -1% | -2 |
| CSCCC(NC(=O)c1cc([N+](=O)[O-])cc([N+](=O)[O-])c1)c1nc2ccccc2[nH]1 (stereo not drawn) | ? | nt |
| CCOCCc1nn2c(=O)cc(CSCC(=O)Nc3cccc(C)c3C)nc2s1 | 10% | 8 |
| Cc1ccc(Nc2cc(C)nc(-c3ccccc3O)n2)cc1 | ? | nt |
| COCC(C)N=C1NN=C(c2ccc(NC(C)=O)cc2)CS1 (stereo not drawn) | ? | nt |
| O=C(CSCc1c(Cl)cccc1Cl)NN1C(=O)c2ccccc2C1=O | ? | nt |
| CC1(C(=O)c2ccccc2)C2c3c(ccc4ccccc34)OC(=O)C21C(=O)N1CCOCC1 (stereo not drawn) | ? | nt |
| O=C(Nc1ccc2nc(-c3ccco3)c(-c3ccco3)nc2c1)N1CCN(c2ccccn2)CC1 | ? | nt |
| CCOc1ccc(C(=O)NCCC(=O)N2CCC3(CC2)NCCc2[nH]cnc23)cc1OCC | 9% | nt |
| Brc1cccc(-c2cnco2)c1 | 2% | 2 |
| COc1ccc(C(C#N)(CC(=O)O)c2cnccn2)cc1OC (stereo not drawn) | ? | nt |
| COC(=O)c1cn(-c2ccccc2)nc1C(=O)OC | ? | nt |
| C=CCc1ccc(OCC(O)CN2CCN(c3ccccc3)CC2)c(OC)c1 (stereo not drawn) | ? | nt |
| CC(=O)Nc1ccccc1NC(=O)c1ccc(C)c(C)c1 | 9% | 14 |
| Cc1ccc(CNC(=O)COC(=O)C2CC2)cc1 | ? | nt |
| CC(NC(=O)NCC1CCCO1)(C(F)(F)F)C(F)(F)F (stereo not drawn) | ? | nt |
| C=CCN(CC=C)c1cnn(-c2nc3ccccc3[nH]2)c(=O)c1Cl | ? | nt |
| CCOc1ccc(-c2nc(=S)[nH][nH]2)cc1 | i | nt |
| CCCS(=O)(=O)c1nc(S(=O)(=O)c2ccc(C)cc2)c(N2CCc3ccccc3C2)s1 | -16% | -15 |
| O=C(COC(=O)c1ccc(Cl)c(S(=O)(=O)N2CCCCC2)c1)NCc1ccco1 | 8% | 4 |
| Cc1ccc2nc(N3CCN(C(=O)c4ccco4)CC3)sc2c1 | ? | nt |
| Cc1ccc(-n2c(-c3cccnc3)n[nH]c2=S)c(C)c1 | ? | nt |
| Cc1nnsc1NC(=O)OCC(C)C | 2% | 9 |
| CC(C)c1ccc(C2C(C#N)=C(N)N3C(=C2C#N)Sc2ccccc23)cc1 (stereo not drawn) | -8% | -10 |
| c1ccc(CN2CCCC3(CCCN(Cc4nc(COc5ccccc5)no4)C3)C2)cc1 (stereo not drawn) | 9% | 25 |
| COc1ccc(CCNC(=O)c2cc(C(=O)c3cc(Cl)ccc3O)cn(CCc3ccc(OC)cc3)c2=O)cc1 | ? | nt |
| NC(=S)Nc1cnc2ccccc2c1 | i | nt |
| COc1ccc(Cl)cc1C(=O)NNC(=S)NC1CCCCC1 | -7% | -14 |
| CCNc1nc(NC(C)C)nc(NS(=O)(=O)c2ccc(Cl)cc2)n1 | 22% | -13 |
| Cc1coc(C)c1C(=O)CC1(O)C(=O)N(CCc2ccccc2)c2ccccc21 (stereo not drawn) | ? | nt |
| c1ccc2c(c1)nnn2Cc1nnc2sc(-c3ccc4c(c3)OCCO4)nn12 | ? | nt |
| Cc1cc(OCCCn2ccnc2)ccc1[N+](=O)[O-] | 23% | -1 |
| COc1ccc(CNC(=O)CSc2ncnc3nc[nH]c23)cc1 | -1% | 7 |
| CCc1ccc(OCC(=O)NC(C)(C)C)cc1 | ? | nt |
| CCOc1ccc(OCC)c(NC(=O)CN2CCN(c3cccc(C)c3)CC2)c1 | ? | nt |
| COc1cc(/C=N/NC(=O)COc2ccc(C)cc2)ccc1OC(=O)c1cccs1 | 18% | 4 |
| Cn1c(N)c(S(=O)(=O)N2CCN(c3ccccc3Cl)CC2)c(=O)n(C)c1=O | -2% | 3 |
| CC(=O)c1c(C)[nH]c(C(=O)COc2cc(C)cc(C)c2)c1C | 17% | -15 |
| COCCNC(=O)c1c(N)n(-c2ccccc2)c2nc3ccccc3nc12 | ? | nt |
| CCc1ccc(OCC(=O)Nc2ccc(S(=O)(=O)N3CCCC3)cc2)c(Br)c1 | ? | nt |
| COc1ccc(-c2cc(C)no2)cc1S(=O)(=O)N1CCOc2ccc(C)cc21 | ? | nt |
| COc1ccc(C(=O)Nc2ccc(NC(=O)c3cnccn3)cn2)cc1 | -2% | -1 |
| COc1ccc(CNC(=O)COC(=O)c2ccccn2)cc1 | 11% | 5 |
| O=C(NCCO)C(=O)c1c(-c2ccc(Cl)cc2)cc2ccccn12 | ? | nt |
| O=C(OCC1CCNCC1)c1ccc2c(c1)OCO2 | 22% | 28 |
| OC(COc1ccc2c(c1)OCO2)CN1CCN(c2ccccc2)CC1 (stereo not drawn) | ? | nt |

As a working copy, three of the compounds above.
| SMILES | Lipid storage S3 | Lipid storage S3 cell count max |
| --- | --- | --- |
| C=CCN(CC=C)c1cnn(-c2nc3ccccc3[nH]2)c(=O)c1Cl | ? | nt |
| CCOc1ccc(-c2nc(=S)[nH][nH]2)cc1 | i | nt |
| CCCS(=O)(=O)c1nc(S(=O)(=O)c2ccc(C)cc2)c(N2CCc3ccccc3C2)s1 | -16% | -15 |

(further entries)
| SMILES | Lipid storage S3 | Lipid storage S3 cell count max |
| --- | --- | --- |
| COc1ccccc1NC(=O)NC1CCCc2ccccc21 (stereo not drawn) | ? | nt |
| CC(NC(=O)c1ccccc1)C(=O)OCn1nnc2ccccc2c1=O (stereo not drawn) | ? | nt |
| Cc1cccc(C2c3[nH]c4ccccc4c3CCN2C(=O)Cc2nc(-c3ccccc3)n[nH]2)n1 (stereo not drawn) | -12% | -9 |
| c1ccc(CN2C3=NCCCN3c3ccccc32)cc1 | -6% | -9 |
| Cc1ccsc1C(=O)OCC(=O)N1CCN(C(=O)c2ccco2)CC1 | 6% | 19 |
| COc1cccc(C2=NOC(C(=O)NCc3ccccc3)C2)c1 (stereo not drawn) | ? | nt |
| COc1ccc(OC)c2[nH]c(=O)c(CCNC(=O)c3ccc4c(c3)OCO4)cc12 | -6% | -14 |
| CC1=C(C(N)=O)C(c2ccccc2F)n2nc(CCCO)nc2N1 (stereo not drawn) | -7% | -4 |
| CCCCCOC(=O)C1=C(C)NC(=O)NC1c1ccc(N(C)C)cc1 (stereo not drawn) | i | 13 |
| Cc1ccc(CNC(=O)COC(=O)c2ccc(Br)o2)cc1 | ? | nt |
| O=C(Nc1ccc([N+](=O)[O-])cc1)N1CCCCCC1 | ? | nt |
| Cc1ccc2[nH]c(C)c(CC(=O)O)c2c1 | ? | nt |
| CCN(CC)CCNC(=O)c1cn(CC)c2ccc(S(=O)(=O)N(C)C3CCCCC3)cc2c1=O | -12% | 3 |
| CC(C)(C)NS(=O)(=O)c1ccc(C(=O)Nc2ccc3c(c2)OCO3)cc1 | ? | nt |
| Cc1ccc(C)c(-n2c(SCC(N)=O)nnc2-c2ccccn2)c1 | ? | nt |
| COc1cccc(C2C3(C#N)C(N)=NC(OC)(OC)C23C#N)c1 (stereo not drawn) | -5% | -7 |
| CC1CCCCC12NC(=O)N(Cn1nnc3ccccc3c1=O)C2=O (stereo not drawn) | ? | nt |
| COc1ccccc1N(CC(=O)NC1CCCCC1)C(=O)CNC(=O)c1cccs1 | ? | nt |
| Cc1cc(C)cc(Nc2nc3c([nH]2)c(=O)n(C)c(=O)n3C)c1 | -2% | 15 |
| CC(C)c1nc(SCC(=O)NC2CCCC2)c2c(=O)n(C)c(=O)n(C)c2n1 | ? | nt |
| Cn1c(SCCC(=O)O)nnc1-c1ccncc1 | -1% | 2 |
| O=C(CCl)N1CCN(S(=O)(=O)Cc2ccccc2)CC1 | ? | nt |
| CSCC[C@H](NC(=O)COc1ccc(Cl)cc1Cl)c1nc2ccccc2[nH]1 | 9% | 3 |
| O=C(CCN1CCN(Cc2ccccc2)CC1)Nc1cccc(Br)c1 | 10% | 1 |
| O=C(COC(=O)CCN1C(=O)/C(=C\C=C\c2ccccc2)SC1=S)Nc1ccc(Br)cc1 | -8% | 8 |
| COc1ccc(C2C3=C(CC(C)(C)CC3=O)Nc3c2c(=O)[nH]c(=O)n3Cc2ccccc2)cc1OC (stereo not drawn) | -10% | nt |
| O=C(COC(=O)c1cc(S(=O)(=O)N2CCOCC2)c(Cl)cc1Cl)Nc1ncc(C(F)(F)F)cc1Cl | ? | nt |
| CCCCCCOc1ccc(OCC(O)CN2C(=O)NC(C)(C)C2=O)cc1 (stereo not drawn) | i | 12 |
| COc1cc(SC)ccc1C(=O)OCc1nc2ccsc2c(=O)[nH]1 | 15% | 19 |
| Cc1ccc(OCCNC(=O)c2cc(C3CC3)nc3c2cnn3C(C)C)cc1 | 13% | -6 |
| CC(CCC(=O)O)C1CCC2C3C(O)CC4CC(O)CCC4(C)C3CC(O)C12C (stereo not drawn) | 11% | 1 |
| NC(=O)c1cccc(S(=O)(=O)N2CC(c3ccccc3)CC2=O)c1 (stereo not drawn) | ? | nt |
| CCC(C)[C@H](NC(=O)N1CCn2c1nc1ccccc12)C(=O)NCC1CCCO1 (stereo partly drawn) | ? | nt |
| COc1ccccc1Nc1nc(N)nc(CN2CCOCC2)n1 | -13%[9.22 µM] | -11 |
| Cc1ccc(S(=O)(=O)N2CCOCC2)cc1NC(=O)CNCc1ccccn1 | -1% | -7 |
| COc1cc(/C=N/NC(=O)CN(Cc2ccccc2)S(=O)(=O)c2ccc3c(c2)OCCO3)ccc1O | ? | nt |
| CC(NC(N)=O)C(=O)NCC(=O)OCc1ccccc1 (stereo not drawn) | ? | nt |
| Cc1ccc(C2=NOC(=O)/C2=C\C=C\c2ccccc2)cc1 | 4.6µM* | -25* |
| COc1ccc(CC(=O)NCCc2cnc[nH]2)cc1 | ? | nt |
| O=C(O)c1ccc2c(c1Sc1ccccc1)C(=O)c1ccccc1C2=O | -11% | -3 |
| COc1ccc(NC(=O)CCNC(=O)N2CC(=O)Nc3ccccc32)c(OC)c1 | ? | nt |
| Cn1c(C(=O)O)c(CC(=O)N2CCC(Cc3ccccc3)CC2)c2ccccc21 | -4% | -2 |
| OC(CNC1CCCCCC1)COc1cccc2ccccc12 (stereo not drawn) | ? | nt |
| COc1ccc(C(=O)OCC(=O)Nc2ccc(F)c(F)c2)cc1OC | ? | nt |
| CCCn1c(=O)c(C(=O)NCc2cccnc2)c(O)c2ccccc21 | ? | nt |
| COc1ccc(OC)c(S(=O)(=O)N2CCN(C(=O)c3cc(C4CC4)nn3-c3ccccc3)CC2)c1 | ? | nt |
| Cc1ccc(NC(=O)CN(C)C(=O)CSc2nc3ccccc3o2)cc1 | -6% | 5 |
| COc1ccc(C(=O)OCCN2CCOCC2)cc1OC | 22% | -6 |
| CCOc1ccc(Nc2nc(NCc3ccco3)nc(N)c2[N+](=O)[O-])cc1 | 1% | -1 |
| Cc1nc(C)n(C(C)CC(=O)O)n1 (stereo not drawn) | -5% | -20 |

Other entries.
| SMILES | Lipid storage S3 | Lipid storage S3 cell count max |
| --- | --- | --- |
| CC(C)(C)c1ccc(/C([O-])=C(/C(=S)NCc2ccco2)[n+]2ccccc2)cc1 | ? | nt |
| CCC(=O)Nn1c(C)nnc1C | ? | nt |
| COc1ccc(C(=S)N2CCN(c3cccc(Cl)c3)CC2)c(OC)c1 | ? | nt |
| COc1ccc(N2CC(C(=O)NCc3ccco3)CC2=O)cc1 (stereo not drawn) | -7% | 8 |
| Cc1ccc2c(c1)N(CC(=O)N1CCCCCC1)C(=O)CO2 | ? | nt |
| O=c1[nH]c2cc(NCCO)c([N+](=O)[O-])cc2[nH]1 | ? | nt |
| CCC(=O)Nc1nc(C)c(-c2csc(Nc3ccccn3)n2)s1 | ? | nt |
| NS(=O)(=O)c1ccc(CNC(=O)/C=C/c2c(F)cccc2Cl)cc1 | ? | nt |
| CCC(Sc1nncn1C)C(=O)Nc1nnc(-c2ccc(Cl)cc2)s1 (stereo not drawn) | ? | nt |
| O=C(O)c1cnn2c(C(F)(F)F)cc(-c3ccccc3)nc12 | ? | nt |
| O=C(NC1=NCCS1)c1cc(-c2cccs2)nc2ccccc12 | 21% | -5 |
| CCc1ccc(NC(=O)CSc2nnc(C)c(=O)n2N)cc1 | 15% | -5 |
| O=C(CCC(=O)Nc1ccc(Br)cc1)N/N=C/c1ccccc1O | i | nt |
| COC(=O)CNC(=O)c1cccs1 | ? | nt |
| CCOC(=O)c1cc(C#N)c(SCC(N)=O)[nH]c1=O | ? | nt |
| Cc1ccc(C)c(NC(=O)CN(C)S(=O)(=O)c2ccc(F)cc2)c1 | i | -11 |
| CC(NC(=O)c1sc2ccccc2c1Cl)C1CCCO1 (stereo not drawn) | ? | nt |
| O=C(NNC(=O)c1cc(OCC(F)(F)F)ccc1OCC(F)(F)F)c1ccc(Cl)c(Cl)c1 | i | nt |
| CCOC(=O)c1ccc(NC(=O)C(=O)NCC2CCCO2)cc1 (stereo not drawn) | 1% | 2 |
| CN(C)c1cccc(C(=O)OCCNC(=O)c2cccc(S(=O)(=O)N3CCOCC3)c2)c1 | -1% | -10 |
